# Screens: PubChem BioAssay, several laboratories
# NR2E3 ag-1 – activates human NR2E3 receptor | Q9Y5X4 | CHO-S Gal4-NCOR/VP16-NR2E3 two-hybrid, luciferase | inhibition of corepressor binding, % at 3.98 µM | 0.35% of 360,000 active | AID 602229;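 active = inhibition above the mean of all tested compounds plus 3 SD, cut at about 70% in these data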;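 note: 0% = DMSO with NR2E3 transfected cells and 100% = cells lacking NR2E3 construct; higher means lower luciferase signal from less NR2E3 corepressor binding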
# Target sequence (Q9Y5X4 whole entry, looked up, the tested form may be a part): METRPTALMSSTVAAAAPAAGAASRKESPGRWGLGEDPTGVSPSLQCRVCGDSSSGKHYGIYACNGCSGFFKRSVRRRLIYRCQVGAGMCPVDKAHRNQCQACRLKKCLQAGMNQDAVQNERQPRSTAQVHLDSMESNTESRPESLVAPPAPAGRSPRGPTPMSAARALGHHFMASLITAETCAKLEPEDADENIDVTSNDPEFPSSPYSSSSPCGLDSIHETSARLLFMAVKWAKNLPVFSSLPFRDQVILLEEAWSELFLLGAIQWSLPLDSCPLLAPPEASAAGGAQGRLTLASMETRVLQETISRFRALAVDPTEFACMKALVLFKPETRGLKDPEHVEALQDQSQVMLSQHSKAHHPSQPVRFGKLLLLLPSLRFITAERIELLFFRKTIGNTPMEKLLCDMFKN
# MITF TRPM1 inh – inhibitors of MITF-driven TRPM1 promoter in melanoma cells. SK-MEL-5 TRPM1 promoter luciferase, 24 h. inhibition, % at 12.5 µM. 0.83% of 330,000 active;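 active = mean inhibition across replicates of 60% or more, whatever share of single replicates reaches that level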; note: values of inactives mirror those of a sister screen read the other way
# Vif inh – inhibitors of HIV Vif. 0.35% of 340,000 active. inhibition, % at 7.49 µM. AID 602346. HEK293T cells, Vif self-association by quenched fluorescence, imaging, 24 h; in the data active = inhibition above about 50%, passing the limit was not always enough; note: some results filed as inactive read as strong as hits
# NR2E3 ag-2 – agonists of human nuclear receptor NR2E3 | 0.12% of 320,000 active | AID 2300 | Q9Y5X4 | GST-NR2E3/biotin-RetCOR TR-FRET, 1536-well | inhibition of corepressor binding, % at 4.78 µM;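 active = percent inhibition above the cutoff of mean plus 3 SD of all tested compounds, set per screening campaign, cut at about 20% in these data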;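 note: 0% = DMSO wells and 100% = biotin wells as full block of FRET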
#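 Test system – NR2E3–RetCOR corepressor complex · Quantity – NR2E3 fusion 1.35 nM · Buffer or medium – Tris pH 7.5 · Incubation – Compound–protein incubation for 5 h at 4 °C · Technique – TR-FRET, Eu(K)-anti-GST donor, streptavidin-D2 acceptor, ex 340, em 617/671 nm · Evaluation – percent inhibition of 671/617 nm emission ratio versus biotin and DMSO controls · Plate – 1536-well format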
# CF NFkB inh – inhibitors of cystic fibrosis induced NF-kB; KKLEB NF-kB-GFP reporter, PAF-induced, GFP fluorescence overnight; inhibition, % at 5 µM; 0.86% of 360,000 active; AID 588850;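 active = at least 50% inhibition at 5 µM, scaled per plate between neutral and stimulator controls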;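 note: PAF is a Pseudomonas aeruginosa culture filtrate used as stimulus; plate controls were PAF-stimulated DMSO wells for no effect and unstimulated DMSO wells for full effect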
# PDI inh – inhibitors of human protein disulfide isomerase; P07237; PDI insulin aggregation turbidity, A650, 90 min; inhibition, % at 10 µM; 0.052% of 350,000 active; AID 588391;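 active = mean inhibition across replicates of 30% or more, whatever share of single replicates reach that level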;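 note: absorbance from insulin aggregation driven by PDI reduction with DTT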
# Target sequence (P07237 whole entry, looked up): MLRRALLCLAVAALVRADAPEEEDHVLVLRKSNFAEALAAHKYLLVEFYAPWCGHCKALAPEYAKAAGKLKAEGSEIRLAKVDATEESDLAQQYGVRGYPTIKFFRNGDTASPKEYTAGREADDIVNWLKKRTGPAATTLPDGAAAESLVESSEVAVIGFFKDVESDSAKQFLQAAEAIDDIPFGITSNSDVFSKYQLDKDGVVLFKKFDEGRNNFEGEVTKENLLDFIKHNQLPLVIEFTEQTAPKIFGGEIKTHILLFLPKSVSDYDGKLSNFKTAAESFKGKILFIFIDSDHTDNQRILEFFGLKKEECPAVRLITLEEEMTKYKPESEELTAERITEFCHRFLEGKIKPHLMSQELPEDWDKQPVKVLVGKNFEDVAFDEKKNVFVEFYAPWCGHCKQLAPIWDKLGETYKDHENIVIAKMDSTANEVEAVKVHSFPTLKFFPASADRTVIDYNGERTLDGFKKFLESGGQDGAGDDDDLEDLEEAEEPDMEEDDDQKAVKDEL
# KKLEB cytotox – CF airway cell cytotoxicity counter-screen; activity change (cytotoxicity), % at 5 µM; KKLEB CF airway cells viability, ATPlite luminescence, overnight; hits give low values; cells stimulated with P. aeruginosa culture filtrate; 0.36% of 360,000 active; AID 602141;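 active = corrected activity change at or below -50% at 5 µM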
# Peg3 promoter – reduces Peg3 promoter-driven luciferase expression in HeLa; HeLa PEG-Prom luciferase reporter, luminescence, overnight; inhibition, % at 20 µM; 1.7% of 360,000 active;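 active = inhibition of at least 50% at 20 µM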
# Shn3 3UTR inh – Schnurri-3 reporter inhibition in Clone20 osteoblasts; AID 588674; inhibition, % at 12.5 µM; 0.52% of 360,000 active; Clone20 osteoblast Shn3 3'UTR firefly luciferase, 24 h;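 active = mean inhibition of at least 75% with every replicate also reaching 75%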;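 note: 0% = median of neutral control wells and 100% = pilot-screen positive control compound; some compounds past the cut are filed as inactive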
# HIF-2a inh – inhibitors of HIF-2a. 786-0 RCC cells HIF-2a reporter, luciferase luminescence, overnight. inhibition, % at 18.8 µM. 0.72% of 360,000 active. AID 624352;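 active = inhibition of the luminescence signal of 40% or more relative to plate controls, in a single-dose primary screen at 18.75 µM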
# CaV13 FRET inh – Primary screen for inhibitors of IQ motif and Ca2+-dependent inactivation inhibitor domain binding in CACNA1D, Förster resonance energy transfer in living cells, … | inhibition, % at 12.3 µM | 0.098% of 340,000 active | HEK cells, CFP/YFP FRET ICDI-IQ, plate reader, 10 min; percent FRET-ratio fall versus neutral wells;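 active = mean replicate inhibition of at least 30% and at least 1% of replicates passing that level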;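 note: 0% = median of the neutral control wells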
# Starred values were filed as active, the others as inactive; x = not tested or not shown.
mol,NR2E3 ag-1,MITF TRPM1 inh,Vif inh,NR2E3 ag-2,CF NFkB inh,PDI inh,KKLEB cytotox,Peg3 promoter,Shn3 3UTR inh,HIF-2a inh,CaV13 FRET inh
O=C(CCCOc1ccccc1)Nc1nnc(C2CCCO2)s1 (stereo not drawn),-7,-12,1,-2,16,2,-12,-16,-8,3,-4
CC(=O)Nc1ccc(NC(=O)C(C)OC(=O)c2ccc3[nH]c(C)c(C)c3c2)cc1 (stereo not drawn),8,2,4,-4,0,1,-3,8,3,-7,-6
COc1ccc(-c2cc(C)no2)cc1S(=O)(=O)NCCCN1CCN(c2ccccc2)CC1,20,6,-9,2,-19,8,-5,20,32,16,-13
O=C(NC1CCN(Cc2ccccc2)CC1)c1ccccc1Cl,0,-6,10,3,-11,5,5,11,-31,19,-5
CN(Cc1ccccc1)C(=O)c1cc(-c2ccc(Br)cc2)on1,-29,-70,4,0,1,4,-1,-163,-20,-269,-7
Cc1cc(C)nc(NS(=O)(=O)c2ccc(N=Cc3c(C)[nH]n(-c4ccccc4)c3=O)cc2)n1,-15,-2,-1,11,11,3,5,6,-32,12,-5
CCC(=O)N1CCC1(C)C(=O)Nc1ncc(C)s1 (stereo not drawn),-7,x,11,x,-6,-7,4,3,1,0,-7
Cc1ccc(NC(=O)CCn2cc(C(F)(F)F)ccc2=O)cc1,14,x,-4,-1,5,-3,11,15,-3,9,-4
c1ccc(Cn2nnc3c(N4CCN(Cc5ccc6c(c5)OCO6)CC4)ncnc32)cc1,9,7,-5,-1,-25,-6,8,26,31,16,-4
Cc1ccccc1Nc1c(-c2ccc(N3CCOCC3)cc2)nc2ncccn12,2,-5,2,4,2,-2,-8,-49,-6,-65,-25
CN(CC(=O)NNC(=O)CCNS(=O)(=O)c1ccccc1)S(=O)(=O)c1ccc(Cl)cc1,-1,21,-4,-3,-1,11,4,2,-5,12,-6
O=C(C1CCCN(CCCc2ccccc2)C1)N1CCCCCC1 (stereo not drawn),-14,-2,-9,-2,-5,4,4,-8,-16,17,-3
NC(=O)c1ccc(NC(=O)COC(=O)C2CC3C=CC2C3)cc1 (stereo not drawn),-9,5,16,x,-9,9,0,-17,6,1,-9
CCOCCCNC(=O)C(NC(=O)c1ccc(NC(C)=O)cc1)c1ccc(C)cc1 (stereo not drawn),-16,-5,-3,-6,-19,11,-10,-6,-19,2,-4
COc1ccc(CNC(=O)C(C)Cc2ccccc2)cc1O (stereo not drawn),-5,-3,-4,2,-5,8,2,0,11,8,-10
CC1(C)C=Cc2c(c3c(c4c(=O)c(-c5ccc(O)cc5)coc24)OC(C)(C)CC3)O1,-28,7,1,2,35,x,-21,63*,-17,-27,x
COC(=O)[C@H](CCSC)NC(=O)Cn1cnc2c(SC)nc(N)nc21,4,-3,1,x,-11,3,10,4,-26,6,-7
Cc1ccc(-c2csc3nc4ccc(C(=O)NCCO)cc4c(=O)n23)cc1,-26,-6,7,2,18,-3,-12,16,10,13,-5
CC(=O)Nc1cccc(NC(=O)CCn2c(=O)sc3ccccc32)c1,-20,-1,x,2,-4,-5,4,-4,-3,-10,x
CCc1ccc(CCC(=O)Nc2nc(CC(C)=O)ns2)o1,-17,0,3,-3,15,-7,-11,-13,14,-3,-6
OC[C@@H]1[C@@H](c2ccccc2)C(c2ccccc2)=NN1c1ccccc1,-12,8,4,x,-2,2,-3,14,1,11,-7
Cc1ccc(S(=O)(=O)N2CCC(C(=O)N3CCC(C(=O)NCC4CCCO4)CC3)CC2)cc1 (stereo not drawn),-14,-1,15,-1,-6,-3,4,13,10,20,-9
Cc1ccc(-c2nnc(COC(=O)c3cc(=O)[nH]c4ccccc34)o2)cc1,-1,1,-8,3,-44,4,9,-7,1,-3,-3
CCc1cc(C(=O)N(C)CC(=O)Nc2c(Cl)cccc2Cl)sc1C,-25,2,-17,3,10,5,-2,18,-22,5,-4
COC(=O)C(CC(=O)c1ccc(C)cc1)n1cccn1 (stereo not drawn),-22,4,-2,3,-7,-1,-5,-3,2,8,-2
COc1ccc(/C(O)=C(\C#N)c2nc3ccccc3n2C)cc1OC,2,-15,5,-4,-23,7,1,-29,17,-54,-7
CCOc1ccc(CNC2CCCCCCC2)cc1OC,-8,1,2,4,17,-2,8,9,8,21,-5
CCN(CC(=O)Nc1c(F)cccc1F)C(=O)c1ccc(S(=O)(=O)N2CCCCC2)cc1,-21,6,-7,2,14,-2,-14,4,13,9,-4
O=C(NCCSc1c[nH]c2ccccc12)c1ccc(Br)o1,-1,x,23,2,-6,x,5,6,-15,-10,-3
O=C(c1cc2ccccc2oc1=O)N1CCN(c2ccccn2)CC1,-3,-13,18,3,-1,-1,0,16,14,15,-4
O=C(NCc1ccc2c(c1)OCO2)c1ccc(CS(=O)Cc2cccc(Cl)c2)o1 (stereo not drawn),15,9,-2,3,8,-3,4,22,-6,8,-5
CN1CCN(C(=O)CCN2C(=O)/C(=C\c3ccccc3F)SC2=S)CC1,-18,-3,3,2,55*,9,-4,29,-48,2,-5
CCCc1cc(=O)oc2c3c(cc(OCC(=O)N[C@@H](C)C(=O)O)c12)OC(C)(C)CC3,0,3,5,4,2,-5,-1,3,0,16,-13
O=c1c(O)c(-c2ccccc2)oc2ccccc12,-23,-24,-4,x,1,x,5,-91,-1,-48,x
Clc1ccc2c(c1)-c1[nH]ncc1CS2,-5,-2,-2,-4,9,4,-9,-12,-1,-12,-5
Cc1ccc(-c2cc(Cc3ccccn3)c(=O)[nH]n2)cc1,-8,-3,-3,0,-7,-4,3,7,8,-3,-15
C=CCn1c(=S)[nH]c2nc3c(cc2c1=O)CCCC3,-49,-44,-10,3,6,-7,8,-97,-2,-209,-9
CC(=O)NN1C(=O)c2ccccc2NC1c1ccco1 (stereo not drawn),-18,11,-36,-2,-6,-2,4,12,5,9,-6
O=C(CCc1ccc(S(=O)(=O)NCCc2ccccc2)cc1)N1CCN(Cc2ccc3c(c2)OCO3)CC1,47,51,-16,2,1,5,-21,12,39,11,-5
Cc1ccc(/C=C/C(=O)O)cc1S(=O)(=O)N(CCO)CCO,-10,-1,5,3,-5,6,-8,22,5,19,-5
Cc1cc(NC(=O)c2ccccc2C)no1,-23,-33,2,0,-17,-5,13,-84,-52,-114,-20
COC(=O)c1sc2ccccc2c1-n1cccc1C(=O)C(=O)Nc1ccccc1,15,-7,6,0,-23,1,8,13,-6,-35,-5
COc1ccc(S(=O)(=O)Nc2ccc(-c3ccc4nncn4n3)cc2)c(OC)c1,-7,8,3,-3,9,3,18,4,20,14,-6
C[C@H](CO)N1C[C@H](C)[C@@H](CN(C)C(=O)c2ccccc2)OCc2cn(nn2)CCCC1=O,5,x,-4,x,-34,4,12,-20,-3,6,-3
N#Cc1cnn(-c2cccc(Cl)c2)c1N,-4,6,x,1,16,0,19,-5,8,3,-5
Cc1ccccc1OCC(=O)OCC(=O)Nc1ncc(Cl)c(C)c1Cl,6,-2,1,4,15,15,4,-10,-14,-3,-3
Cc1cccc(-n2c(Cc3cc(=O)[nH]c(=O)[nH]3)nnc2SCC(=O)NCc2ccco2)c1,13,0,8,4,-1,-6,3,4,-9,10,-5
Cc1ccc(OCc2cc(C(=O)N3CCCC(O)C3)no2)cn1 (stereo not drawn),-14,-23,-2,2,5,4,0,-43,-21,-38,-2

# Arranged by length of the SMILES (lowest first): part of the list above
mol,NR2E3 ag-1,MITF TRPM1 inh,Vif inh,NR2E3 ag-2,CF NFkB inh,PDI inh,KKLEB cytotox,Peg3 promoter,Shn3 3UTR inh,HIF-2a inh,CaV13 FRET inh
Cc1cc(NC(=O)c2ccccc2C)no1,-23,-33,2,0,-17,-5,13,-84,-52,-114,-20
N#Cc1cnn(-c2cccc(Cl)c2)c1N,-4,6,x,1,16,0,19,-5,8,3,-5
COC(=O)c1sc2ccccc2c1-n1cccc1C(=O)C(=O)Nc1ccccc1,15,-7,6,0,-23,1,8,13,-6,-35,-5

# (further entries)
mol,NR2E3 ag-1,MITF TRPM1 inh,Vif inh,NR2E3 ag-2,CF NFkB inh,PDI inh,KKLEB cytotox,Peg3 promoter,Shn3 3UTR inh,HIF-2a inh,CaV13 FRET inh
c1ccc2oc(C3=NNC(=NC4CC4)SC3)cc2c1,-81,44,0,2,-44,-11,10,7,-2,-28,-17
Cn1cccc1CNCc1ccc(F)cc1,5,-3,23,-1,6,-1,-3,-4,3,-2,-4
O=C(COc1ccccc1-c1ccccc1)N/N=C/c1ccncc1,14,-13,-9,3,0,4,6,13,6,10,5
O=C1CC(/C=C/c2ccccc2)=Nc2ccccc2N1,-11,-27,-25,2,-1,2,9,-29,-1,-31,4
O=C(/C=C/c1cccs1)N1CCN(c2ccc(F)cc2)CC1,2,-6,-1,1,8,-4,-22,-9,4,-31,-19

# Entries from the list above that have a Cl atom (7):
mol,NR2E3 ag-1,MITF TRPM1 inh,Vif inh,NR2E3 ag-2,CF NFkB inh,PDI inh,KKLEB cytotox,Peg3 promoter,Shn3 3UTR inh,HIF-2a inh,CaV13 FRET inh
O=C(NC1CCN(Cc2ccccc2)CC1)c1ccccc1Cl,0,-6,10,3,-11,5,5,11,-31,19,-5
CN(CC(=O)NNC(=O)CCNS(=O)(=O)c1ccccc1)S(=O)(=O)c1ccc(Cl)cc1,-1,21,-4,-3,-1,11,4,2,-5,12,-6
CCc1cc(C(=O)N(C)CC(=O)Nc2c(Cl)cccc2Cl)sc1C,-25,2,-17,3,10,5,-2,18,-22,5,-4
O=C(NCc1ccc2c(c1)OCO2)c1ccc(CS(=O)Cc2cccc(Cl)c2)o1 (stereo not drawn),15,9,-2,3,8,-3,4,22,-6,8,-5
Clc1ccc2c(c1)-c1[nH]ncc1CS2,-5,-2,-2,-4,9,4,-9,-12,-1,-12,-5
N#Cc1cnn(-c2cccc(Cl)c2)c1N,-4,6,x,1,16,0,19,-5,8,3,-5
Cc1ccccc1OCC(=O)OCC(=O)Nc1ncc(Cl)c(C)c1Cl,6,-2,1,4,15,15,4,-10,-14,-3,-3

# Rows were taken by chance; 3.3% or so of the library scored in one or more.
